MOR-DOR inv ag: mu-delta opioid heterodimer inverse agonism | P35372+P41143 | cell-based MOR-DOR heterodimer luminescence | inhibition, % at 9.3 µM | 0.21% of 340,000 active | AID 504357; in the data active = inhibition above about 22%, passing the limit was not always enough;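 note: 0% = cells with DMSO and 100% = wells without cells with DMSO; values of inactives mirror those of a sister screen read the other way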
PKA-R1A activ: activates the PKA-R1A holoenzyme complex | activation, % at 11.4 µM | 0.083% of 340,000 active | P00514+P68181 | PKA-R1A dissociation, Cy5-IP20 fluorescence polarization; scaled: DMSO 0%, 113 µM cGMP 100% | AID 504707;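 active = percent activation above the mean of all tested compounds plus 3 SD, cut at about 19% in these data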;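 note: higher means more PKAc released from R1A so a rise in polarization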
Ecoli viability: reduces bacterial viability in AddAB counter-screen; inhibition, % at 11.9 µM; E. coli V3065 growth, OD600 absorbance, 18 h; AID 449728; 0.27% of 330,000 active;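 active = inhibition above the campaign's mean inhibition across all tested compounds plus 3 SD, cut at about 9.9% in these data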;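 note: uninfected addAB+ strain grown without phage in ampicillin broth; 0% = DMSO wells and 100% = ciprofloxacin 0.95 µg/ml wells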
MOR-DOR ag: OPRM1-OPRD1 heterodimerization agonism | P35372+P41143 | activation, % at 9.3 µM | 0.3% of 340,000 active | cells, luminescence; in the data active = activation above about 18%;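 note: 0% = vehicle-treated cells and 100% = reference agonist; values of inactives mirror those of a sister screen read the other way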
Pemphigus Ab inh: human desmoglein-3 autoantibody binding inhibition; P32926; DSG3-coupled beads, scFv-anti-DSG3-GFP binding, flow cytometry; stronger effect = lower value; binding (percent of control), % at 10 µM; 0.48% of 310,000 active; AID 588358;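 active = binding more than 3 SD below its plate's average and above zero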;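 note: hits lower antibody fragment binding to DSG3; some compounds called inactive have numbers as strong as hits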
Target sequence (P32926 whole entry, looked up, the tested form may be a part): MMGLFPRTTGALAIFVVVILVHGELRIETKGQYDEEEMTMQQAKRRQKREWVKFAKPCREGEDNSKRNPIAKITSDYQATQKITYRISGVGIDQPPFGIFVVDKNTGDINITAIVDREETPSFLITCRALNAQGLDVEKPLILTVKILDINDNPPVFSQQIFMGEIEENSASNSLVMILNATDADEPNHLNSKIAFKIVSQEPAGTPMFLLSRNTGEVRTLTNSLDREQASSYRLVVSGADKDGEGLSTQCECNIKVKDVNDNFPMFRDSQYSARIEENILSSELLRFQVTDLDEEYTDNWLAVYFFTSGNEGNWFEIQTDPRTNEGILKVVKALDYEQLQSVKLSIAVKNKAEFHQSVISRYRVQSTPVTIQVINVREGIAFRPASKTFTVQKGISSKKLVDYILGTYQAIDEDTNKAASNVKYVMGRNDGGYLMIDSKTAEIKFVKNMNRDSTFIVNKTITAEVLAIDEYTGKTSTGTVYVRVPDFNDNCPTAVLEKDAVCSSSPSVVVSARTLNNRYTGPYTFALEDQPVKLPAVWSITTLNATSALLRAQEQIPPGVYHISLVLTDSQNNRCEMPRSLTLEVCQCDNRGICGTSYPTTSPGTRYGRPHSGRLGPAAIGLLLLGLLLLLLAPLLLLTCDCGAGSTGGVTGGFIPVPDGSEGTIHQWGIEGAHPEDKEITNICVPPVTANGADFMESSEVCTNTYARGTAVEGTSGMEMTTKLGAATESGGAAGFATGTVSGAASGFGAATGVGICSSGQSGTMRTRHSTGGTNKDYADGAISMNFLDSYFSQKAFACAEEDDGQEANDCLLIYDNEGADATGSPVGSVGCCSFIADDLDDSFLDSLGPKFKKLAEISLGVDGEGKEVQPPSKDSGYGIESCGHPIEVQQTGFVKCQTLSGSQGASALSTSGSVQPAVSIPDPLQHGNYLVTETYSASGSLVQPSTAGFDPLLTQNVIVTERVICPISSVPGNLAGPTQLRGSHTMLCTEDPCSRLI
SUMO Mot1 rescue: blocks SUMOylation pathway, rescuing yeast Mot1-301 growth; growth rescue, % at 18.8 µM; S. cerevisiae Mot1-301 growth rescue, ATP luminescence, 38.5C; percent above DMSO median, 100 means doubled; 1% of 320,000 active;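 active = every valid replicate shows activation above 250% relative to neutral control wells; inactive = the rest, any valid replicate at or below 250%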;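 note: OY570 slx delta 5 strain wells were the positive control but not used for scaling; some compounds called inactive have numbers as strong as hits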
PfHsp90 yeast 2: reduces growth (ATP signal) of yeast expressing P. falciparum Hsp90; S. cerevisiae expressing PfHsp90, BacTiter-Glo ATP, 48 h; yeast lacking PDR1 and PDR3 efflux regulators; inhibition, % at 9.4 µM; 0.32% of 310,000 active;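 active = every replicate shows inhibition above about 80%, whatever the replicate mean, limit read from the data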;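 note: 0% = DMSO neutral controls and 100% = 20 µM radicicol positive controls; yeast relying on Plasmodium falciparum Hsp90 in place of its own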
AddAB inh: less growth of phage-infected E. coli with AddAB. E. coli expressing H. pylori AddAB, absorbance growth. inhibition, % at 11.9 µM. 0.29% of 330,000 active. AID 435030; in the data active = inhibition above about 12%;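 note: 0% = vehicle wells of infected cells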
HTR5A inv ctr: HTR5A inverse agonism, opioid heterodimer counter-screen; inhibition, % at 9.3 µM; P47898; HTR5A cell line, luminescence; AID 504634; 0.083% of 340,000 active; in the data active = inhibition mostly above about 23%, no sharp cut-off; inactive = mostly below about 18%;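 note: 0% = cells with DMSO and 100% = no-cell wells with DMSO; some compounds called inactive have numbers as strong as hits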
HTR5A ag: HTR5A agonism, opioid heterodimer counter-screen. 0.61% of 340,000 active. AID 504692. HTR5A agonist assay, luminescence, cell-based. P47898. activation, % at 9.3 µM; in the data active = activation mostly above about 9.5%, no sharp cut-off; inactive = mostly below about 7.6%;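 note: 0% = cells with vehicle only and 100% = reference agonist; strong numbers were not always called active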
phage Ecoli inh: E. coli growth loss with phage present | growth absorbance | inhibition, % at 11.9 µM | 0.26% of 360,000 active | AID 651602; in the data active = inhibition above about 11%
Numbers without * were called inactive; . = not tested or not shown. The order is random; any-hit rate near 3.2%.

Results follow in this order: MOR-DOR inv ag, PKA-R1A activ, Ecoli viability, MOR-DOR ag, Pemphigus Ab inh, SUMO Mot1 rescue, PfHsp90 yeast 2, AddAB inh, HTR5A inv ctr, HTR5A ag, phage Ecoli inh
(1) COc1ccc(S(=O)(=O)N2CCC(C(=O)N3CCN(c4ccccc4OC)CC3)CC2)cc1
  7, 0, 0.0, -1.3, 110, 8, 10, -3.5, -20, 2, 1.0
(2) CCn1c(=O)c2cc(C(=O)NCC(OC)OC)sc2c2ccccc21
  13, 5, -0.7, -2.9, 116, -17, -1, -2.1, -6, 2, -0.1
(3) Cc1ccc(NC(=O)C2CCN(S(=O)(=O)c3c(C)noc3/C=C/N(C)C)CC2)cc1
  19, -6, -0.2, -3.8, 102, 11, -9, 5.7, -30, 1, 0.0
(4) Cc1c(CN2CCC(n3nccc3NC(=O)CCc3ccccc3)CC2)cnn1C
  -15, 7, -0.6, 2.9, 102, 9, 15, 0.3, 9, -2, 1.4
(5) CC(=O)N(C)c1nc(-c2ccc(Cl)cc2)cs1
  -7, -16, -0.9, 1.2, 97, 20, 21, -0.1, 4, -2, 2.9
(6) C=CCN(C(=O)c1csnn1)C(C(=O)NC1CCCCC1)c1ccccc1 (centres undefined)
  12, 11, -0.4, -2.0, 100, -15, -24, 3.8, -30, -3, 2.1
(7) COC(=O)c1cc(=O)n(-c2ccc(C(F)(F)F)cc2)[nH]1
  5, -1, -0.3, -1.0, 113, -9, -14, 0.9, 5, 1, 4.2
(8) Cc1onc(-c2ccccc2Cl)c1C(=O)N1CCN(c2cccc(Cl)c2)CC1
  -9, -6, 1.4, 1.8, 103, 339, 14, 2.5, -35, 12, 2.7
(9) ON1C(c2ccc(Cl)cc2Cl)N(O)[C@H]2CCCC[C@H]21 (some centres undefined)
  63*, -4, -1.4, -11, 99, 2, -17, -1.6, 7, -3, 2.8
(10) CC(SCCc1ccccn1)C(=O)O (centres undefined)
  4, 10, -1.6, -0.8, ., 0, ., 0.9, 2, -1, 3.9

(continued)
Results follow in this order: MOR-DOR inv ag, PKA-R1A activ, Ecoli viability, MOR-DOR ag, Pemphigus Ab inh, SUMO Mot1 rescue, PfHsp90 yeast 2, AddAB inh, HTR5A inv ctr, HTR5A ag, phage Ecoli inh
(11) COc1ccc(S(=O)(=O)N2CCCCC2)cc1NC(=O)Cn1c(=O)cnc2ccccc21
  12, 11, -0.7, -2.3, ., -10, 0, 1.9, 19, -1, 2.1
(12) CC(C)NC(=O)C(c1ccc(F)cc1)N(Cc1ccco1)C(=O)CCC(=O)Nc1ccccn1 (centres undefined)
  4, 6, 0.4, -0.6, ., 36, -30, 3.6, -32, 4, 1.2
(13) O=C(NC(=S)NCC1CCCO1)c1ccccc1Br (centres undefined)
  1, 5, 0.5, -0.2, ., 7, -1, 2.4, -10, 1, -2.1
(14) CC(C)(C)NS(=O)(=O)c1cc2c3c(c1)CCN3C(=O)CC2
  16, 1, 1.1, -3.1, 104, -12, 2, 2.2, -3, 2, 3.2
(15) Cc1sc2c(c1C)CN(Cc1ccncc1)CN2C(=O)c1ccco1
  10, 2, 5.3, -2.1, 119, -10, -11, 4.8, -17, 2, 2.5
(16) CCN(CC(=O)Nc1c(F)cccc1F)C(=O)c1ccc(OCc2c(C)noc2C)cc1
  8, -9, -0.5, -2.0, ., 0, 14, 1.0, 7, -3, 2.4
(17) COc1ccc(/C=N/N(C)C2=NS(=O)(=O)c3ccccc32)cc1OC
  5, 8, -0.3, -1.1, 103, 11, 2, 0.5, -4, 1, -0.3
(18) O=C(CCNS(=O)(=O)c1ccccc1C(F)(F)F)Nc1ccncc1
  3, -7, -0.3, -0.7, 104, -9, -6, 2.1, 1, 0, -0.1
(19) Cc1sc2nc(SCC(=O)Nc3cccc(C(=O)O)c3)[nH]c(=O)c2c1C
  5, -6, ., -0.8, 98, ., -3, ., -13, 2, 3.7
(20) CN1C(C)(C)CC(=NOC(=O)c2ccccc2)CC1(C)C
  8, 1, 0.7, -1.4, ., 81, ., 1.0, -3, 1, 5.1

More entries.
Results follow in this order: MOR-DOR inv ag, PKA-R1A activ, Ecoli viability, MOR-DOR ag, Pemphigus Ab inh, SUMO Mot1 rescue, PfHsp90 yeast 2, AddAB inh, HTR5A inv ctr, HTR5A ag, phage Ecoli inh
(21) O=C(c1ccco1)c1nc2c(n1O)CCCCC2
  16, -3, 0.8, -3.9, 100, -23, -11, 3.2, 17, -7, 1.7
(22) COc1ccc(F)cc1S(=O)(=O)N1CCN(Cc2ccc3c(c2)OCO3)CC1
  5, 6, 0.8, -1.2, ., 8, 18, 3.2, 7, -3, 0.2
(23) CC(=O)Oc1c(C(=O)c2nnc(C)o2)c(=O)n(Cc2ccccc2)c2ccccc12
  16, 0, -2.5, -3.2, 92, -8, -47, 0.7, 12, 1, 3.2
(24) O=C(COC(=O)/C=C/c1cc(Br)ccc1F)NC1CC1
  4, 5, -0.5, -0.7, 94, 13, ., -0.3, 7, -2, 3.8
(25) COc1cccc(CSc2nc(N)cc(N)n2)c1
  9, -6, 2.1, -1.7, 119, -13, 29, 3.3, -6, 0, 0.8
(26) CCOc1cc(CN2CCSCC2)ccc1O
  18, -7, -0.1, -3.8, 96, -17, ., -0.2, 17, -7, 1.4
(27) CN(C)/C=C(\C#N)C(=O)N/N=C/c1ccc(Cl)cc1
  -4, -3, -2.2, 0.5, 107, 10, 6, -2.6, 4, 0, 0.7
(28) CCCS(=O)(=O)N1CCCC(C(=O)NCC(OC)OC)C1 (centres undefined)
  7, -9, 0.8, -1.4, 95, 5, -15, 1.1, -15, 0, 1.7
(29) Cc1ccc(-c2nc(CSCC(=O)NCCCN3CCOCC3)c(C)o2)cc1
  5, 1, 3.4, -0.9, 104, -9, -1, 1.3, 8, 6, 2.8
(30) Cc1nnc(SCC(=O)N2CCN(S(=O)(=O)c3ccccc3)CC2)[nH]c1=O
  -2, 1, -0.2, 0.4, 102, 268, -5, -1.7, 2, 2, 1.0

Later entries
Results follow in this order: MOR-DOR inv ag, PKA-R1A activ, Ecoli viability, MOR-DOR ag, Pemphigus Ab inh, SUMO Mot1 rescue, PfHsp90 yeast 2, AddAB inh, HTR5A inv ctr, HTR5A ag, phage Ecoli inh
(31) Cc1nc2ccccc2c2oc(C(=O)NCC3COc4ccccc4O3)cc12 (centres undefined)
  -6, -6, 2.7, 1.2, 110, 85, ., 4.3, -16, 6, 3.8
(32) C=CCOc1ccccc1/C=c1\sc2nc(=O)c(C)nn2c1=O
  6, -1, 0.1, -1.1, 96, 23, -7, -0.6, -4, -3, .
(33) COC(=O)C1CCN(C(=O)Cc2ccc(OC)c(OC)c2)CC1
  -20, 6, 0.7, 3.4, ., -4, ., 1.0, -9, 4, 3.4
(34) C[C@H](CO)N1C[C@H](C)[C@@H](CN(C)S(C)(=O)=O)Oc2ccc(NC(=O)CCC(F)(F)F)cc2C1=O
  7, 2, 0.0, -1.1, 100, -10, 0, 2.4, 9, -2, 4.2
(35) CCC(C)NCCOc1cc(C)cc(C)c1C (centres undefined)
  5, 4, 2.0, -1.0, 103, 56, -11, 1.9, 2, -1, 0.8
(36) Cc1ccc(C)c(C(=O)COC(=O)CN2C(=O)C3C4CCC(C4)C3C2=O)c1 (centres undefined)
  2, -1, 0.6, -0.3, 109, 189, -7, 4.1, -9, 4, 3.0
(37) O=C(CCN1CCN2CCCC2C1)N1c2ccccc2Sc2ccc(Cl)cc21 (centres undefined)
  4, 2, -0.5, -1.0, 96, 2, 18, -0.7, -5, 1, 1.4
(38) OC(c1ccc(F)cc1)C(CN1CCOCC1)c1ccccc1 (centres undefined)
  10, 2, 0.5, -2.2, 91, -5, 1, 1.5, -2, 1, 1.4
(39) O=C(Nc1ccc(F)cc1)c1ccc(COc2ccccc2)cc1
  -12, 6, 1.9, 1.7, 96, 1, -4, 0.4, -6, 2, 3.6
(40) COc1ccc(Cn2c(=O)c3[nH]cnc3n(-c3ccc(C)cc3)c2=O)cc1
  7, -1, -2.1, -1.4, 110, 4, -3, 1.1, -11, 1, 0.4

(continued)
Results follow in this order: MOR-DOR inv ag, PKA-R1A activ, Ecoli viability, MOR-DOR ag, Pemphigus Ab inh, SUMO Mot1 rescue, PfHsp90 yeast 2, AddAB inh, HTR5A inv ctr, HTR5A ag, phage Ecoli inh
(41) O=C1CC(C(=O)N2CCOCC2)C2(CCCCC2)O1 (centres undefined)
  12, 4, -1.5, -2.6, 120, 37, 10, 6.5, -16, -4, 3.0
(42) COC(=O)C1=C(C)NC2=C(C(=O)CCC2)C1c1cn(Cc2ccc(Cl)cc2Cl)nc1-c1ccccc1 (centres undefined)
  12, -15, 0.8, -2.1, 114, -21, 33, 0.6, -19, 4, 0.2
(43) Cn1c(CSCc2ccc(Cl)c(Cl)c2)nnc1SCC(=O)Nc1nccs1
  -8, -1, 1.9, 1.5, ., -12, 36, -1.1, -40, 0, 3.7
(44) CCn1c(CSc2nc3ccccc3[nH]2)n[nH]c1=S
  19, -9, 1.2, -3.5, ., 0, 16, 1.6, 11, 0, .
(45) COC(=O)c1c(=O)n(O)c2ccc(OC)cc2[n+]1[O-]
  10, -6, 1.4, -1.8, 106, -7, -6, 0.6, 2, -1, .
(46) Clc1ccccc1-c1nnc(-c2ccccc2Cl)o1
  -51, 2, 1.9, 9.3, 84, 13, -19, -0.1, -32, 2, 1.0
(47) COc1ccc(C(=O)C2CCCN(C(=O)c3noc4c3CCCC4)C2)cc1F (centres undefined)
  17, -4, -1.1, -3.3, 101, -1, ., 3.1, -33, 1, 0.1
(48) O=C(NC(=S)N1CCCC1)c1ccccc1
  0, 7, -2.2, -0.1, ., 10, ., -1.2, 1, 0, 1.5
(49) CCN(CC)C(=O)c1ccc(COc2ccccc2Cl)cc1
  2, -13, 0.0, -0.4, ., 19, -17, 3.4, -9, -1, 2.1
(50) CCn1c(OC)nc2c1c(=O)n(C)c(=O)n2C
  8, -6, 1.1, -1.8, 115, -3, ., 0.7, 17, -1, 4.0

Continued:
Results follow in this order: MOR-DOR inv ag, PKA-R1A activ, Ecoli viability, MOR-DOR ag, Pemphigus Ab inh, SUMO Mot1 rescue, PfHsp90 yeast 2, AddAB inh, HTR5A inv ctr, HTR5A ag, phage Ecoli inh
(51) Nc1nonc1NN=C1CCCCC1
  6, -9, 1.1, -1.2, 108, 6, 0, -0.1, -18, -1, 2.6
(52) CCOC(=O)C1=CN(Cc2cccc(F)c2)S(=O)(=O)N(CC)C1c1ccc(Br)cc1F (centres undefined)
  15, -8, 2.5, -3.1, 108, ., 24, 1.2, 3, -1, -1.8
(53) c1ccc(-c2nnc3sc(CN4CCC5(CC4)OCCO5)cn23)cc1
  12, -2, 0.7, -2.3, 114, -12, -18, 0.9, 1, 0, 4.2
(54) O=C(NCc1ccco1)C(Cc1ccccc1)N1C(=O)c2ccccc2C1=O (centres undefined)
  6, 1, 1.2, -1.4, 98, 493, -79, 3.5, -6, 2, 2.5
(55) O=C(NCCCN1CCOCC1)c1ccc(-c2ccc(Cl)cc2)o1
  -9, -8, -1.4, 1.2, 97, -2, 13, -0.5, -6, 2, 2.0
(56) CCCCCc1nnc(NC(=O)CS(=O)(=O)Cc2ccccc2)s1
  3, -6, -2.1, -0.5, 101, 1, ., 1.0, -3, 3, 2.5
